Screening data (PubChem BioAssay)
KB-3-1 cytotox: KB-3-1 parental cell cytotoxicity | 1.4% of 400,000 active | AID 1347075 | Potency, µM (doses to about 46.1 µM), for inactives: at the highest dose activity change, negative = cytotoxic, usual class: cytotoxic | KB-3-1 viability, CellTiter-Glo ATP luminescence, 72 h; also: potency is read from the fitted curve at half-maximal effect; % is scaled to controls: 0 for no effect and ±100 for the full control effect; nearly all actives have a fitted effect of over 60% in size
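Using CellTiter-Glo luminescence, growth of non-resistant KB-3-1 adenocarcinoma cells is assessed 72 h after pin-tool compound addition at 37 °C. Normalized responses across the concentration series yield fitted curves.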
MCF10A rerep: induces DNA re-replication in MCF 10a normal breast cells; 2.9% of 350,000 active; MCF 10A DNA re-replication, Hoechst nuclear intensity, 48 h; Potency, µM (series often up to 46.1 µM), without a hit: at the highest dose activity, positive = re-replication, usual class: activators; also: potency is read from the fitted curve at half-maximal effect; % of control where 0% means no effect; nearly all actives have a fitted effect of over 50% in size
HT1080 IDH1KD tx: kills HT-1080 cells with IDH1 knockdown | HT-1080 IDH1 knockdown viability, ATP luminescence, 48 h | Potency, µM (highest dose often 46.1 µM), for inactives: at the highest dose activity, negative = toxicity, actives largely listed as cytotoxic | 2% of 360,000 active | AID 686971;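 also: potency is read from the fitted curve at half-maximal effect; 0% = DMSO wells and -100% = cell-free medium wells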
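In this qHTS, HT-1080 cells depleted of IDH1 are exposed for 48 h at 37 °C to compound titrations. Toxicity is scored from CellTiter-Glo luminescence, with DMSO as full viability and medium alone as none.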
ATXN2 expr inh: reduces ATXN2 reporter expression in HEK-293 cells | AID 1745845 | Potency, µM (doses to about 57 µM), without a hit: at the highest dose activity change, negative = inhibition, hits mostly inhibitors | HEK-293 ATXN2-luciferase reporter, luminescence, 24 h | 0.72% of 360,000 active; also: potency is read from the fitted curve at half-maximal effect; % is scaled to controls: 0 for no effect and ±100 for the full control effect; nearly all actives have a fitted effect of over 55% in size
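ATXN2-luciferase reporter cells (luciferase flanked by upstream and downstream ATXN2 gene portions) were treated 24 h at 37 °C with compounds at up to 57 uM. SteadyGlo luminescence gave expression; GF-AFC fluorescence gave viability.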
IL-1B inflam inh: inhibitors of inflammasome signaling (IL-1 beta secretion) | THP-1 LPS/ATP IL-1B secretion, AlphaLISA, 16 h; stronger effect = lower value | activity change, % at 57.5 µM | 4.7% of 360,000 active; in the data active = activity change below about -50%; inconclusive = mostly about -30% to -49%; also: % is scaled to controls: 0 for no effect and ±100 for the full control effect
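THP-1 cells pretreated 1 hr with compounds (up to 57.5 uM final), then stimulated with LPS (250 ng/mL final) plus ATP (1.25 mM final); secreted IL-1B measured by AlphaLISA after 16 hr, decreased signal indicating inhibition.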
HT1080-NT tox: kills 2HG-producing HT-1080-NT fibrosarcoma cells | HT-1080-NT fibrosarcoma viability, CellTiter-Glo ATP luminescence, 48 h | Potency, µM (titrated, usually from 46.1 µM), inactives show at the highest dose activity, negative = less viability, usual class: cytotoxic | 1.6% of 360,000 active | AID 686970;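 also: NT is the 2HG producing partner of a matched IDH1 knockdown line; potency is read from the fitted curve at half-maximal effect; 0% = DMSO-treated cells and -100% = media-only wells without cells; nearly all actives have a fitted effect of over 55% in size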
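HT-1080-NT fibrosarcoma cells (2HG-overproducing), 750 cells/well in RPMI with 5% FBS, dosed after 2 h and incubated 48 h at 37C. CellTiter-Glo luminescence normalized to DMSO and no-cell wells; concentration-response curves fitted and classed.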
SW480 rerep: induces DNA re-replication in SW480 colon adenocarcinoma cells; 1.8% of 340,000 active; SW480 DNA re-replication, Hoechst DNA content imaging, 48 h; Potency, µM (titrated, usually from 46.1 µM), for inactives: at the highest dose re-replication activation, usual class: activators; also: potency is read from the fitted curve at half-maximal effect; % of control where 0% means no effect; nearly all actives have a fitted effect of over 55% in size
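Image-based read-out: total Hoechst fluorescence of nuclei (405 nm excitation, 500-530 nm emission), with hits raising the fraction of high-intensity nuclei. SW480 colon cells incubated 48 hr with compounds at 37 C.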
WRN helicase inh: blocks human WRN helicase; 0.46% of 360,000 active; AID 651768; Q14191; WRN helicase unwinding, fluorescent forked duplex, kinetic; Potency, µM (series often up to 114 µM), for inactives: top-dose activity change, negative = inhibition, most hits filed as inhibitors; also: potency is read from the fitted curve at half-maximal effect; % is scaled to controls: 0 for no effect and ±100 for the full control effect; nearly all actives have a fitted effect of over 55% in size
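Kinetic fluorescence helicase assay: unwinding of a quenched forked DNA duplex (100 nM final) with 2 mM ATP final raises red fluorescence (525/598 nm). Compounds sat 15 min at room temperature with 20 nM WRN beforehand.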
KB-V1 cytotox: kills drug-selected multidrug resistant KB-V1 cells. KB-V1 MDR cells viability, CellTiter-Glo, 72 h. Potency, µM (top dose mostly 46.1 µM), for inactives: at the top dose activity change, negative = cytotoxicity, hits mostly cytotoxic. 3.4% of 400,000 active; also: potency is read from the fitted curve at half-maximal effect; % is scaled to controls: 0 for no effect and ±100 for the full control effect; nearly all actives have a fitted effect of over 60% in size
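Cells of the MDR subline KB-V1 are plated, dosed with compound at multiple concentrations, and incubated 72 h at 37 degrees C; CellTiter-Glo is then added and luminescence read after 10 min.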
Active calls of the source: *; i = inactive; ? = inconclusive; . = no result given; [ ] = remark or other dose. Unless noted, calls follow the shape of the dose curve; as a rule, active = well fitted curve in the direction sought with a large enough effect; inconclusive = small, poorly fitted or top-dose-only effect, or another doubt; inactive = no such curve, though single readings can be large; an effect the other way counts as inactive or inconclusive. The order is random (roughly 12% active in at least one column).

SMILES | SW480 rerep | MCF10A rerep | KB-V1 cytotox | ATXN2 expr inh | HT1080-NT tox | WRN helicase inh | KB-3-1 cytotox | HT1080 IDH1KD tx | IL-1B inflam inh
COC(=O)c1cccc(C#CC(NP(=O)(c2ccccc2)c2ccccc2)c2ccccc2)c1 (centres undefined) | ? | ? | ? | ? | -19% | -7% | ? | -28% | -64*
CC(C)C1C(=O)N(Cc2cn(CCC3OCCCO3)nn2)CCS(=O)(=O)N1Cc1ccc(-c2ccncc2)cc1 (centres undefined) | . | . | -15% | 2% | -2% | 1% | 16µM* | -6% | 1
c1ccc2c(c1)nc1n2CC2CON(C3CCCCC3)C12 (centres undefined) | -7% | -19% | 17% | 8% | 13% | -6% | 10% | 1% | -1
COc1ccc(S(=O)(=O)N(C)c2ccc(C(=O)Nc3ccccc3C(=O)N3CCOCC3)cc2)cc1 | -1% | -4% | . | 3% | 6% | -21% | . | 11% | -1
Cn1cnc2c(SCc3ccccc3)ncnc21 | 5% | 4% | 14% | 28% | 0% | 4% | 14% | -2% | -11
CCOC(=O)N1CCN(C(=O)CCN2C(=O)COc3ccccc32)CC1 | -3% | -7% | -19% | -9% | -3% | -1% | -8% | 3% | 40
Cc1ccc(S(=O)(=O)c2c(C)cc(C)nc2N2CCOCC2)cc1 | 2% | -42%[inhibitor] | ? | -3% | 5% | -1% | 3% | 4% | -22
CCOC(=O)C1(CCCc2ccccc2)CCN(C2CCN(C(C)=O)CC2)CC1 | 0% | 2% | 18% | . | -5% | 0% | -7% | 4% | 0
Cc1cccc(C(=O)NCC(=O)NC(C)CCc2ccccc2)c1 (centres undefined) | ? | 4% | -4% | -13% | 14% | -5% | 8% | 0% | 0
COc1cc(C(=O)OCC(=O)Nc2ccc(SC(F)F)cc2)cc(OC)c1OC | -19% | 0% | 15µM* | -6% | -7% | -7% | -1% | 1% | -4
O=C(CC1C[C@H](C(=O)N2CCCCC2)[C@@]2(CCc3ccccc3)c3[nH]c4ccccc4c3CCN2C1=O)NCCC1=CCCCC1 (some centres undefined) | ? | 13% | -4% | 7% | -3% | -4% | 0% | -3% | -17
COC(=O)COC(=O)c1ccc(-n2nnnc2SC)cc1 | -2% | 4% | 0% | -1% | 3% | -1% | 7% | 3% | 11
CC(=O)Nc1ccc(S(=O)(=O)NCCC(=O)OCc2nc(N)nc(Nc3ccccc3C)n2)cc1 | -6% | ? | ? | 6% | 4% | 14% | 0% | 3% | 0
CNC(=O)C(NC(=O)Nc1ccc(C)cc1)C(C)(C)C (centres undefined) | -86%[inhibitor] | -4%[9.22 µM] | 1% | ? | 21% | -1% | 2% | 24% | -14
O=C(CN(c1ccccc1F)S(=O)(=O)c1ccccc1)N1CCCCCC1 | -1% | 6% | -25% | -17% | 8% | 1% | 1% | 6% | ?
CC(=O)c1sc(NC(=O)C(C)Oc2ccc3c(C)cc(=O)oc3c2)nc1C (centres undefined) | 2% | -9% | ? | 3% | 6% | -19% | -1% | -5% | i
O=C(C1=C(O)C(=O)N(CCN2CCOCC2)C1c1cccc([N+](=O)[O-])c1)c1cccs1 (centres undefined) | -7% | 4% | 3% | -9% | 9% | 3% | 12% | 3% | 30
COc1ccc(/C=N/NC(=O)C2C3CCCCC32)cc1OC (centres undefined) | -1% | 0% | -28% | -24% | 2% | 1% | 15% | -5% | -5
Cc1cccc(/C(N)=N/OC(=O)Cc2cccs2)c1 | 0% | 4% | 16% | 49%[activator] | 19% | -1% | 6% | 0% | -29
CC(C)(C)C(=O)c1no[n+]([O-])c1/C(=N/O)C(C)(C)C | -8% | ? | 1% | -21% | ? | -16% | -5% | ? | 2
CCn1c(CCCOc2ccc(Cl)cc2Cl)n[nH]c1=S | -4%[1.84 µM] | 7% | -15% | -24%[11.3 µM] | -24% | -2%[57.1 µM] | -1% | -5% | -1
CCOc1cnc(C(=O)NNC(=O)C(Br)C(C)C)o1 (centres undefined) | ? | -30%[inhibitor][9.22 µM] | 0% | -23% | 3% | 5% | -8% | 4% | 28
COC(=O)c1sccc1NC(=O)c1ccccc1C(=O)O | -7% | 0% | 5% | -5% | 4% | -1% | 17% | 7% | 16
CSc1ccc(C2NC(=O)c3ccccc3N2)cc1 (centres undefined) | 9.2µM* | 16µM* | ? | 30% | 18µM* | 3% | ? | 9.2µM* | 35
CCOc1ccc(NC(=O)CSc2nc3ccccc3c(=O)n2CCCC(=O)N2CCCC2)cc1 | -14% | 10% | ? | . | 6% | 7% | 7% | 2% | 21
O=C(CCCCCNC(=O)c1ccccc1Cl)N/N=C/c1ccco1 | 2% | -3% | 4% | . | 2% | -8% | 11% | 6% | 0
Cc1ccc(S(=O)(=O)N2C[C@H]3n4c(=O)ccc(=O)n4C[C@H](OC(=O)NC4CCCC4)[C@@]3(O)C2)cc1 | . | . | 6% | ? | -27% | -5% | ? | ? | .
Fc1ccc(-n2cc(-c3ccccc3)[n+]3c2SCC3)cc1 | ? | 15% | 1% | . | -3% | -1% | ? | ? | 38
c1ccc2c3nnc4n(c-3nc2c1)CCCS4 | -10% | 2% | 28% | 21% | 7% | -7% | -1% | 3% | -18
COc1ccc(OCc2cc(C(=O)NCC3(C)COC3)no2)c(Cl)c1 | -4% | -9% | . | 32%[activator] | 0% | -2% | . | 0% | -5
COC(=O)c1ccc2nc(-c3cccc(Cl)c3)c(Cc3cccc(F)c3)n2c1 | . | . | -13% | 16% | 7% | 0% | -5% | 2% | 0
CC(C)n1cnc2c(Nc3cccc(Cl)c3)nc(NCCCO)nc21 | ? | 19% | -5% | -34% | -14% | -2% | 0% | ? | -95*
O=C(CN1CCSCC1)N/N=C/c1ccc(F)cc1 | 0% | 0% | -14% | -2% | 14% | 7% | -5% | 1% | -10
COc1cccc(-c2cccc(NC(=O)C3CCN(Cc4nccs4)CC3)c2)c1 | -4% | 1% | ? | -2% | 3% | -5% | 14% | 6% | 2
O=C(C1COc2ccccc2O1)N1CCN(c2ccccc2F)CC1 (centres undefined) | -22% | -11% | -6% | 4% | -25% | -4%[57.1 µM] | -7% | 0%[9.24 µM] | -7
CCOc1ccc(-c2c(C(=O)N/N=C/c3ccoc3)nnn2-c2nonc2N)cc1 | -23% | -1% | ? | 0% | ? | 0%[11.6 µM] | 5% | ? | 12
N=c1oc2cc(O)ccc2cc1C(=O)Nc1ccc(Br)cc1 | 1.6µM* | 5.2µM* | 18µM* | -24% | ? | -21% | 23µM* | ? | -90*
CSc1ccccc1C(=O)N1CCc2ccc(NC(=O)c3ccccn3)cc2C1 | . | . | ? | . | ? | 5% | ? | ? | 17
O=C(NNC(=S)NC1CC2CCC1C2)c1ccc(Cl)cc1 (centres undefined) | -5% | ? | -7% | -7% | 0% | 7% | -18% | -10% | -27
COc1cccc(-c2cnc3c(NC(C)=O)cc(-c4cccc(NC(C)=O)c4)cn23)c1 | . | . | 3% | ? | ? | -5% | 0% | ? | 11

3 compounds from above, ordered by their value in IL-1B inflam inh, rising:
| Structure | IL-1B inflam inh |
| --- | --- |
| Cc1cccc(/C(N)=N/OC(=O)Cc2cccs2)c1 | -29 |
| Cn1cnc2c(SCc3ccccc3)ncnc21 | -11 |
| COC(=O)c1ccc2nc(-c3cccc(Cl)c3)c(Cc3cccc(F)c3)n2c1 | 0 |

Carrying on.
SMILES | SW480 rerep | MCF10A rerep | KB-V1 cytotox | ATXN2 expr inh | HT1080-NT tox | WRN helicase inh | KB-3-1 cytotox | HT1080 IDH1KD tx | IL-1B inflam inh
CC(C)CCNC(=O)CC1C(=O)N(Cc2ccccc2)C(C)c2nc3ccccc3n21 (centres undefined) | 1% | 7% | 4% | -3% | 3% | 9% | 7% | 3% | -19
CC1(C)CC(=O)C=C(NNC(=O)c2ccccc2O)C1 | 7% | -1% | ? | -32% | -28% | -12% | -1% | ? | 0
COc1cc(/C=C2\CC(C(C)(C)C)C/C(=C\c3cc(OC)c(OC)c(OC)c3)C2=O)cc(OC)c1OC (centres undefined) | 7.3µM* | 3.3µM* | -3% | ? | 12µM* | -12% | 8.2µM* | 5.8µM* | -98*
O=C1c2ccccc2C(=O)N1CCn1c(=O)oc2ccccc21 | 3% | ? | 2% | 12% | -3% | -4% | -26% | 3% | 0
CCN1C/C(=C/c2sccc2C)c2nc3ccccc3c(C(=O)O)c2C1 | -3% | 7% | 3% | . | 0% | 6% | 13% | 1% | 24
CCOc1ncccc1C(=O)NCc1ccc(C)cc1 | -82%[inhibitor] | ? | 18µM* | 4% | 1% | 2% | 3% | 6% | 7
O=C(CCN1CCCCCC1)Nc1cccc(F)c1 | -2% | 3% | 11% | -5% | 1% | 1% | -7% | 8% | -16
CCCCc1cc(=O)oc2c(CN(C)C)c(O)c(Cl)cc12 | 0% | 18% | -26% | -5% | -7% | 0% | 2% | -24% | -10
CN(C)c1ccc(C(=O)NNC(=O)C23CC4CC(CC(C4)C2)C3)cc1 | -6% | 23% | 13% | 30% | 1% | -6% | -5% | -1% | -17
CCCSc1nc(=O)n2cccc(C)c2n1 | -3% | 4% | ? | 5% | 18% | -8% | 1% | -16% | 6
COc1ccc([C@H]2C=C3CN(C(=O)OC(C)(C)C)S(=O)(=O)[C@H]3C[C@H]2OC(=O)c2cccs2)cc1 | -35%[inhibitor][9.22 µM] | 1% | ? | -1% | -4% | 5% | ? | -19% | -2
